# Screening results from PubChem.
# E-sel inducer: E-selectin induction in HUVECs, primary screen, imaging, HUVEC, immunofluorescence imaging, single point | P16581 | normalized: neutral wells 0, TNF-alpha wells 100 | 260,000 tested, 0.37% active | activation, % at 7.58 µM;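 active means mean E-selectin-positive cell signal at least 10% of the positive control, reached in at least 60% of replicates, without over 20% cell loss; inconclusive means no rule given, readout overlaps actives, possibly toxicity-flagged; inactive means the rest, including those meeting only one limit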;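 further: in these data hits start at about 27%; measured in HUVEC primary endothelial cells; signal is the percent of cells scored E-selectin positive by PE staining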
#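 Read-out basis: % PE-positive cells; Test system: HUVEC primary endothelial cells; Technique: immunofluorescence imaging; Dosing: single-point compound dose.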
# ERp5 block: inhibitors of ERp5-driven insulin aggregation, primary screen, biochemical, turbidity, absorbance 650 nm, single point; Protein disulfide-isomerase A6 (Homo sapiens), Q15084; 90 min; inhibition, % at 9.99 µM; 350,000 tested, 0.05% active;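 active means mean replicate inhibition above about 25%, with every replicate also reaching it, limit read from the data, passing the limit was not always enough; inconclusive means only one of those two criteria met; inactive means neither criterion met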
# Target sequence (Q15084 whole entry, looked up): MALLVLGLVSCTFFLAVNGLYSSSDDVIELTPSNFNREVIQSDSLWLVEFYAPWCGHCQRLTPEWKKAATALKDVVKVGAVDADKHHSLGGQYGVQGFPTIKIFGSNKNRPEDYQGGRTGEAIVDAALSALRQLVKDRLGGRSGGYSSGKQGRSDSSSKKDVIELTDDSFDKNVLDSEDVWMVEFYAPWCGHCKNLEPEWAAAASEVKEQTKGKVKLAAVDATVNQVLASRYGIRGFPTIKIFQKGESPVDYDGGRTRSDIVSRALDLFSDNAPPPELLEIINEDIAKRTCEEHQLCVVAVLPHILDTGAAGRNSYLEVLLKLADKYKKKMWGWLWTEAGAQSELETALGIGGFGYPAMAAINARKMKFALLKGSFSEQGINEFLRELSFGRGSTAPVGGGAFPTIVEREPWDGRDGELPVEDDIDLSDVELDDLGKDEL
# S100A4 MyoIIA: inhibitors of S100A4-myosin IIA peptide binding, primary screen, biochemical, fluorescence polarization, TAMRA-MyoIIA peptide; 360,000 tested, 0.14% active; inhibition, % at 10.7 µM; AID 652163, 2013; Protein S100-A4 (Homo sapiens), P26447;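 active means mean inhibition of at least 70% across replicates, with every replicate also reaching that level; inconclusive means mean inhibition reaches 70% but some replicates fall short; inactive means mean inhibition below 70%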
# Target sequence (P26447 whole entry, looked up): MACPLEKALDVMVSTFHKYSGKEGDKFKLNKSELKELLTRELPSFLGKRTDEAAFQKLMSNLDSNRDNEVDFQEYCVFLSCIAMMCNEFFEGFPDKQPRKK
#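 Test system – S100A4 monomer (human) · Compound – single-point compound testing · Schedule – 5 min incubation before reading · Probe or stimulus – TAMRA-labelled myosin IIA heavy-chain peptide probe, 5 nM · Benchmarks – neutral control DMSO, positive control TFP · Medium – Calcium-containing HEPES buffer, pH 7.2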
# esBAF inh: Bmi1 luciferase reporter increase in mESCs, primary screen, esBAF inhibitor project, mouse ES cells, Bmi1 luciferase knock-in, single point; 350,000 tested, 2% active; reporter increase, % at 12.5 µM; 24 h; 100% = twice the neutral-well signal; in the data active means activation above about 40%; inconclusive means no clear call, values can overlap the other calls;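 further: 0% = median of the plate's neutral control wells and 100% = double that signal; a rise in the Bmi1 reporter signal indicates esBAF inhibition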
# RAD54 inh: inhibitors of human RAD54 branch migration, primary screen, biochemical, fluorescence, single point; DNA repair and recombination protein RAD54-like (Homo sapiens), Q92698; 360,000 tested, 0.14% active; RAD54 Holliday junction branch migration, FAM/BHQ fluorescence; inhibition, % at 10.4 µM;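 active means mean normalized replicate activity at least 40 and at least half of replicates scoring 40 or more; inconclusive means only one of the two criteria met; inactive means mean below 40 and under half of replicates reaching 40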;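 further: 0% = median of neutral control wells and 100% = median of positive control wells; inhibitors cause a drop in the FAM fluorescence signal; in these data hits start at about 50%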
# ERAP1 HTS inh: human ERAP1 aminopeptidase inhibitors, primary screen, biochemical, single point, plate reader; 340,000 tested, 0.15% active; Endoplasmic reticulum aminopeptidase 1 (Homo sapiens), Q9NZ08; recombinant ERAP1, Leu-AMC fluorescence, 60 min; inhibition, % at 10.7 µM; AID 652197, 2013;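 active means mean replicate inhibition of at least 30%, or all replicates individually reaching that 30% level; inactive means mean below 30% and not every replicate reaching it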;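 further: 0% = neutral control wells and 100% = L-leucinethiol positive control wells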
# RAD52 anneal inh: RAD52 DNA annealing inhibitors, primary screen, biochemical, FRET, single point, set 2; recombinant RAD52 DNA annealing, FRET fluorescence; inhibition, % at 18.7 µM; DNA repair protein RAD52 homolog (Homo sapiens), P43351; 360,000 tested, 0.46% active;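 active means every replicate showing at least 50% inhibition; inconclusive means mean inhibition at least 50% but not in every replicate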
# Target sequence (P43351 whole entry, looked up): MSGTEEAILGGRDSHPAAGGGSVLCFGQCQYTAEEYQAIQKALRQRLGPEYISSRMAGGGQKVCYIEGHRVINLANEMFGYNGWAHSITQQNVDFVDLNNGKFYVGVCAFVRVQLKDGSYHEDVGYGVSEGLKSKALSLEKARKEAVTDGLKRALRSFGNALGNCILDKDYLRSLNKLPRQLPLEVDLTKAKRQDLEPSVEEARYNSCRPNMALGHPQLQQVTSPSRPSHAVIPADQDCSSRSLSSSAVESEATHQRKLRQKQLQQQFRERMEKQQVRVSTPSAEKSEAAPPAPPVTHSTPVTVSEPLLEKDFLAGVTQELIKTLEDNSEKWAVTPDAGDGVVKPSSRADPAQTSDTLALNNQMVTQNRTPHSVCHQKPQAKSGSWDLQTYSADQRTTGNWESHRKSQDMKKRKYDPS
# Xi reactivation: activators of inactive X chromosome reactivation, primary screen, imaging, XiGFP fibroblasts, GFP high-content imaging, set 2 | AID 743238, 2013 | 360,000 tested, 0.055% active | XiGFP mouse fibroblasts, % GFP-positive cells imaging, 3 d; cells co-treated with 5-aza-dC sensitizer; scaled so ellipticine positive control = 100% | activation, % at 7.58 µM;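 active means mean normalized replicate activation at least 10% and every replicate at or above 10%; inconclusive means only one of the two criteria met; inactive means mean below 10% and not all replicates reach 10%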;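 further: 0% = median of on-plate neutral control wells and 100% = ellipticine 6 µM median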
#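 System: XiGFP fibroblasts, SV40-immortalized. Medium: DMEM plus 5-aza-dC sensitizer. Doses: single point. Timing: 3 d treatment, 15 min room-temperature fixation. Control set: ellipticine 6 µM.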
# Starred values were filed as active, the others as inactive; u = inconclusive; x = no result given; & = joins results of further samples.
SMILES,E-sel inducer,ERp5 block,S100A4 MyoIIA,esBAF inh,RAD54 inh,ERAP1 HTS inh,RAD52 anneal inh,Xi reactivation
C[C@H]1CN([C@@H](C)CO)C(=O)c2cc(NC(=O)NC3CCCCC3)ccc2O[C@H]1CN(C)S(=O)(=O)c1ccc(F)cc1,24,0,-12,-1,6,1,-32,-1.0
CCOc1ccc(NC(=S)N2CCC(NC(=O)c3ccccc3C)CC2)cc1,0.0,1,-1,0,-9,1,4,0.3
OC(CNCC1COc2ccccc2O1)COc1ccccc1F (configuration not stated),x,-10,-6,-8,x,-2,-72,0.0
Cc1ccc(NC2CCCN(C(=O)c3ccc4[nH]ccc4c3)C2)cc1C (configuration not stated),-0.2,-4,-5,-8,13,-2,-10,0.0
Cc1ccc(S(=O)(=O)NCCC(=O)NC(C)c2ccccc2)cc1 (configuration not stated),x,0,7,0,1,-2,7,0.0
O=C(NCC1CC1)[C@H]1[C@H](CO)[C@H]2Cn3c(ccc(-c4cccnc4)c3=O)[C@@H]1N2C(=O)C1CCCC1,0.1,6,9,x,x,-3,-5,0.1
COc1cccc(C2NC(=S)N(Cc3ccc(F)cc3)C(C)=C2C(C)=O)c1 (configuration not stated),1.8,2,-1,x,x,4,-15,0.2
CC1CC(C)CN(C(=O)c2ccc(CNc3c(N4CCCC4)c(=O)c3=O)cc2)C1 (configuration not stated),0.1,2,2,x,x,0,-9,-0.1
C[C@@H]1CN([C@H](C)CO)C(=O)c2cc(-c3cccnc3)cnc2O[C@H]1CN(C)C,0.8,9,-12,-6,13,-4,7,-0.8
C[C@@H]1CN([C@@H](C)CO)S(=O)(=O)c2ccc(/C=C/c3ccccc3)cc2O[C@@H]1CN(C)C(=O)c1ccccc1,-6.2,x,x,0,0,x,x,4.5
CO[C@@H]1CN(C)C(=O)c2cc(NC(C)=O)ccc2OC[C@H](C)N(Cc2ccccc2C(=O)O)C[C@@H]1C,0.0,2,-4,-2,u,-1,-9,0.4
CC(=O)Nc1c(C)ccc(S(N)(=O)=O)c1C,x,4,-4,x,x,10,-6,0.3
CN1CCc2c(sc(/N=C/c3c[nH]c4ccccc34)c2C(N)=O)C1,x,-3,-44,x,7,2,-160,0.2
COc1ccc(NC(=O)Nc2ccc3c(c2)C(=O)N([C@@H](C)CO)C[C@H](C)[C@H](CN(C)C(=O)Nc2ccc(F)cc2)O3)cc1,-0.1,10,-5,-2,-2,0,16,-0.7
CC(=O)c1ccccc1NC(=O)COC(=O)CSCC(=O)Nc1cc(C)on1,x,7,-3,x,4,0,-3,-0.1
OCCC1CN(Cc2nc3ccccc3s2)CCN1C1CCCCC1 (configuration not stated),x,-3,3,x,x,-5,0,-0.1
CO[C@H]1CC[C@@H]2CCN(C)C(=O)CCCN(C)C(=O)c3cccc(C#N)c3OC[C@H]1O2,0.0,-1,-2,-2,-1,-1,-9,0.0
CN(Cc1ccccc1)S(=O)(=O)c1ccccc1[N+](=O)[O-],-1.1,-50,4,x,x,11,-1,-0.1
C=CCNC(=O)C(=O)Nc1ccc2c(c1)N(S(=O)(=O)c1cccs1)CCC2,x,-1,-2,14,4,-1,-9,0.2
N#C[C@@H]1[C@@H](c2ccc(-c3ccccc3F)cc2)[C@@H](CO)N1C(=O)C1CC1,1.3,-2,-6,-5,-1,-2,-11,0.0
COc1cc(/C=C/C2=CC(C)(C)NC(=S)N2)cc(OC)c1OC,x,3,6,x,x,2,-17,0.0
O=C(OCn1nnc2ccccc2c1=O)c1ccc(F)c(S(=O)(=O)N2CCOCC2)c1,x,-8,-2,10,3,6,-15,0.1
C[C@H](CO)N1C[C@H](C)[C@H](CN(C)Cc2ccc(Oc3ccccc3)cc2)Oc2ccc(NS(=O)(=O)c3ccc(F)cc3)cc2C1=O,0.1,1,-35,4,-13,2,-20,-0.2
Cc1noc(C)c1S(=O)(=O)N(C)C[C@H]1Oc2ccc(NC(=O)CCCCCC(=O)Nc3ccccc3N)cc2CC(=O)N([C@H](C)CO)C[C@@H]1C,0.0,2,25,x,x,1,-10,-1.1
COc1ccc(NC(=O)CCCC(=O)c2ccccc2)cc1,x,-1,-5,-7,-12,-2,-8,0.0
CC(C)N(Cc1nccn1C)C(=O)C1CCC(=O)N(CCc2ccccc2)C1 (configuration not stated),x,-14,2,1,4,-1,-13,0.1
O=C1[C@H]2[C@@H](C3CC3)N3C(=O)CN(CC4CC4)C(=O)[C@@]3(Cc3ccccc3)[C@H]2C(=O)N1c1ccccc1,-0.3,6,-10,2,1,-2,-10,-0.2
CCOc1ccc(NC(=O)C(Cc2ccccc2)N2C(=O)c3cccc4cccc(c34)C2=O)cc1 (configuration not stated),x,1,4,x,x,2,-15,0.0
C[C@H]1CN([C@@H](C)CO)C(=O)c2cccc(NC(=O)c3cnccn3)c2O[C@H]1CN(C)CC1CCCCC1,-0.3,1,1,-4,1,10,-4,0.0
CCOC(=O)CC(=O)c1[nH]c(C)c(C(=O)OCC)c1C,x,2,-22,x,x,11,-1,0.0
COc1ccc(C(=O)OCC(=O)NCc2cccs2)c(OC)c1OC,-0.2,-4,-4,3,-17,5,2,0.1
C=CCOc1ccccc1CN1CCCC(CCC(=O)N(C)CCc2ccccn2)C1 (configuration not stated),-2.9,0,-3,-2,-5,-4,-4,0.0
COc1ccc([C@H]2C[C@@H](n3cc(C4CC4)nn3)[C@H](O)CN2CC2CCCCC2)cc1,0.5,-5,3,2,10,4,-46,0.6
Cc1ccc(S(=O)(=O)Nc2ccc3c(c2)C(=O)N([C@H](C)CO)C[C@H](C)[C@H](CN(C)S(=O)(=O)c2ccc(F)cc2)OCCCC[C@H](C)O3)cc1,-0.2,-4,10,7,0,-11,-2,-0.7
O=C(CSc1nnc(N2CCCC2)n1-c1cccc(Cl)c1)N1CCN(c2ccccn2)CC1,1.0,-5,8,-3,-5,-2,-4,0.2
COc1ccc(C(C)=O)cc1COC(=O)CCCN1C(=O)c2ccccc2C1=O,-0.3,-7,1,-6,1,0,-20,0.2
C[C@@H]1CN([C@@H](C)CO)C(=O)CCCn2nncc2CO[C@H]1CN(C)C(=O)Nc1ccc(-c2cccs2)cc1,0.1&-0.5,5&-1,0&3,11&4,-2&0,-2&-2,4&-3,-0.1&0.1
COc1ccc([N+](=O)[O-])cc1NC(=O)C(C)Sc1nc(-c2ccccc2)cs1 (configuration not stated),x,10,-3,x,x,-4,3,0.1
CC1=Nc2ccc(C)cc2/C1=C/c1c(N)n2oc(C)cc2nc1=O,21,4&2,26&25,x,-9,0&18,-140&-129,0.8&0.1
CCc1noc(C)c1C(=O)OCC(=O)c1ccc(OC)c(OC)c1,-0.1,-3,-4,1,7,1,2,-0.1
COc1ccc(NC(=O)Nc2ccc3c(c2)CC(=O)N([C@@H](C)CO)C[C@@H](C)[C@@H](CN(C)Cc2ccc(-c4ccccc4)cc2)O3)cc1,2.5,8,-11,-5,-2,1,-16,-1.2
CCNC(=O)c1cc(S(=O)(=O)N(C)C)c(Cl)cc1Cl,x,3,0,x,x,-1,-9,0.0
CC(C)NC(=O)N(C)C[C@@H]1Oc2ccc(NC(=O)NC3CCCCC3)cc2CC(=O)N([C@@H](C)CO)C[C@@H]1C,x,6,9,-1,9,3,10,-0.2
COC(=O)[C@@]1(Cc2ccc(OC)cc2)[C@H]2c3cc(C(=O)N4CCCC4)n(Cc4ccccc4)c3C[C@H]2CN1C(=O)c1ccccc1,-0.1,-4,-1,x,x,x,-22,0.0
C[C@@H]1CCCCO[C@@H](CN(C)C(=O)Cc2ccccc2)[C@H](C)CN([C@@H](C)CO)C(=O)c2cc(NC(=O)CCCN(C)C)ccc2O1,0.0,3,-6,7,4,-2,13,0.1
COc1ccccc1NC(=O)Nc1cnccn1,x,-8,-3,0,x,-1,-5,0.1
Cn1c(CCc2nc3ccccc3[nH]2)nnc1SCC#N,x,-8,7,-9,-2,-4,-15,0.3
N#CC(c1ccccc1)c1cnccn1 (configuration not stated),0.0,1,-1,-3,-6,-1,3,-0.1
COC(=O)CCCn1cc(CN(C)C2CN(Cc3cn(CCCC(=O)OC)nn3)S(=O)(=O)C2)nn1 (configuration not stated),0.4,10,7,x,x,x,-66,0.1
CCc1nc(Nc2cc(OC)ccc2OC)c2oc3ccccc3c2n1,x,4,-3,-7,1,-1,4,-0.1
Cc1cc(C)cc(NC(=O)CCCn2nc(C)c3c(C)n(-c4ccccc4)nc3c2=O)c1,-0.1,-1,-2,6,-2,-5,-12,0.0
O=c1c2ccccc2ncn1-c1ccc(Cl)c(Cl)c1,x,0,2,26,-1,1,6,x
CCOC(=O)c1ccccc1NC(=O)C1=COCCO1,-0.3,2,-19,-9,8,1,-7,-0.1
O=C(COC(=O)c1ccc(O)cc1)Nc1ncc(Cl)cc1Cl,0.6,-6,1,9,-4,7,-26,0.0
c1ccc(-c2nnc(SCc3ccncc3)o2)cc1,-0.1,2,-3,37,-4,12,-4,0.0
COCCN(C(=O)COC(=O)C1CC1)c1c(N)n(Cc2ccccc2)c(=O)[nH]c1=O,x,-4,1,-3,-11,13,-2,0.2
COC(=O)c1c(C)oc(C)c1S(=O)(=O)N(C)C1CCCCC1,0.1,4,-4,x,3,-1,-8,0.0
O=C1c2ccccc2C(=O)N1CCCCCCN1C(=O)c2ccccc2C1=O,x,14,0,6,-9,-2,-1,-0.2
O=C(C[C@@H]1CC[C@@H]2[C@H](COC[C@H](O)CN2S(=O)(=O)c2cccc(F)c2)O1)NCCCN1CCOCC1,0.1,-5,-1,0,5,-2,-1,-0.1
COc1ccccc1N1CCN(CC(=O)Nc2ccc(Cl)c(C(F)(F)F)c2)CC1,x,12,-3,-6,5,4,-17,x

# The listing continues.
SMILES,E-sel inducer,ERp5 block,S100A4 MyoIIA,esBAF inh,RAD54 inh,ERAP1 HTS inh,RAD52 anneal inh,Xi reactivation
Cc1ccc(C)c(N(CC(=O)NC(C)(C)C)C(=O)CCC(=O)Nc2nccs2)c1,0.2,5,-3,-2,-11,0,3,-0.1
COc1ccc(-c2ccc([C@@H]3[C@@H](CO)N4CCCCN(C(=O)c5ccc6c(c5)OCO6)C[C@H]34)cc2)cc1,-0.2,0,-1,-3,-9,0,29,0.2
C[C@H](CO)N1C[C@H](C)[C@H](CN(C)C(=O)NC2CCCCC2)Oc2ccc(NC(=O)Nc3ccccc3)cc2C1=O,-0.6,5,-4,-4,-10,-2,-5,-0.3
C[C@@H]1CN([C@H](C)CO)C(=O)Cc2cc(N(C)C)ccc2O[C@@H]1CN(C)C(=O)Nc1ccc(C(F)(F)F)cc1,2.1,4,-3,-3,-6,-1,7,-0.6
